Screens from PubChem BioAssay.
UBC9 SUMO inh = inhibitors of in vitro SUMOylation cascade, primary screen, biochemical, HTRF, uHTS; actives 0.36% (n = 290,000); inhibition, % at 35 µM; SUMO-conjugating enzyme UBC9 (Homo sapiens), P63279; HTRF SUMOylation assay, SAE1/SAE2 + UBC9; in the data active = inhibition above about 50%, passing the limit was not always enough; note: strong numbers were not always called active
Target sequence (P63279 whole entry, looked up): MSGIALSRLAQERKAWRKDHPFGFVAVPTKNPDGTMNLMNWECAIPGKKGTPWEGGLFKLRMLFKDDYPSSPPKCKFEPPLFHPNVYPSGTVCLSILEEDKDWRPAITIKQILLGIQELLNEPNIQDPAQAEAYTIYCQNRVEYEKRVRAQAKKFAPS
VIM-2 inh = VIM-2 metallo-beta-lactamase inhibitors, primary screen, biochemical, epi-absorbance readout, Pseudomonas aeruginosa enzyme | actives 0.89% (n = 290,000) | purified VIM-2, nitrocefin hydrolysis, epi-absorbance fluorescence | inhibition, % at 5.6 µM | AID 1527, 2009;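 active = inhibition above the mean of all tested compounds plus 3 SD, cutoff set per screening run, cut at about 7.5% in these data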;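 note: red hydrolysis product quenches plate fluorescence so inhibitors raise well fluorescence; 0% = enzyme with DMSO and 100% = DMSO without enzyme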
NALP1 inh = NALP1 inflammasome inhibitors in reconstituted yeast, colorimetric, S. cerevisiae, triplicate retest | S. cerevisiae NALP1/ASC/caspase-1 growth, X-gal OD620, 72 h | inhibition, % at 10 µM | actives 0.61% (n = 280,000) | AID 2071, 2009; in the data active = inhibition mostly above about 24%, no sharp cut-off; inactive = mostly below about 32%; note: some compounds called inactive have numbers as strong as hits
MEKK2 WT-MEK5 = modulators of MEK5 binding to wildtype MEKK2, primary screen, biochemical, multiplex bead flow cytometry, Alexa488-MEK5. Alexa488-MEK5 binding to MEKK2 WT; actives lie on both sides. binding response (% of control), % at 10 µM. actives 1.1% (n = 290,000); in the data active = binding response below about 67% or above about 130%
M18AAP inhibitor = PfM18AAP inhibitors, malaria aminopeptidase, primary screen, biochemical, QFRET, recombinant enzyme; M18 aspartyl aminopeptidase (Plasmodium falciparum 3D7); H-Glu-NHMec fluorogenic cleavage; inhibition, % at 7.35 µM; actives 1.2% (n = 290,000);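 active = inhibition above the campaign mean inhibition over all tested compounds plus 3 SD, cut at about 28% in these data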;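 note: 0% = plate median of test compound wells and 100% = 2 mM ZnCl2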
HCV NS3 hel inh = inhibitors of HCV NS3 helicase, primary screen, biochemical, Cy5 molecular beacon fluorescence | Hepatitis C virus NS3 helicase | NS3 helicase DNA unwinding | inhibition, % at 10.9 µM | actives 0.56% (n = 290,000) | AID 1800, 2009;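 active = inhibition above the mean of all tested compounds plus 3 SD, set per campaign, cut at about 35% in these data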;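 note: 0% = DMSO wells and 100% = thioflavine S control wells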
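System: NS3 helicase fragment of HCV / Schedule: 1 h at 25 °C / Control set: DMSO alone as 0% and 110 µM thioflavine S as 100% / Reagent: Cy5/quencher beacon DNA duplex and ATP to start / Technique: Cy5 fluorescence / Replication: singlicate / Evaluation: % inhibition of end-to-start signal ratio versus controls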
IMP-1 inh = IMP-1 metallo-beta-lactamase inhibitors, primary screen, biochemical, epi-absorbance readout, Pseudomonas aeruginosa enzyme; purified IMP-1, nitrocefin hydrolysis, epi-absorbance fluorescence; inhibition, % at 5.6 µM; actives 0.45% (n = 290,000);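 active = inhibition above the mean plus 3 SD of all compounds in the same screening run, cut at about 4.5% in these data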;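 note: 0% = IMP-1 with DMSO and 100% = DMSO wells lacking enzyme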
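Test system: recombinant IMP-1 enzyme, purified / Medium: HEPES buffer pH 7.1 with ZnSO4 and Brij 35 / Doses: single dose, 5.6 µM / Times: 25 °C, 15 min preincubation, 25 min reaction / Detection: Epi-absorbance via hydrolysed-nitrocefin quenching of white-plate fluorescence, 480/530 nm, EDTA stop / Evaluation: percent inhibition from optical density relative to buffer-blank wells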
FID counter = compounds displacing fluorescent DNA intercalator, primary screen, artefact control for HCV NS3 helicase inhibitor project, biochemical, FID fluorescence; actives 0.17% (n = 290,000); inhibition, % at 7.9 µM; DNA fluorescent intercalator displacement; AID 1845, 2009; in the data active = inhibition above about 37%;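 note: 0% = vehicle and 100% = reference compound; higher means more ethidium bromide displaced from hairpin DNA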
MEKK2 mut-MEK5 = MEK5 binding signal on mutant MEKK2 PB1, primary screen, biochemical, multiplex bead flow cytometry, Alexa488-MEK5. AID 1530, 2009. Alexa488-MEK5 binding to MEKK2 mutant. actives 0.35% (n = 290,000). percent response, % at 10 µM; in the data active = percent response above about 24%, passing the limit was not always enough; note: inactives centre near 1; some results filed as inactive read as strong as hits
Starred values were filed as active, the others as inactive; / = no result given. Random draw from the library; overall some 4.7% were active at least once.

SMILES | UBC9 SUMO inh | VIM-2 inh | NALP1 inh | MEKK2 WT-MEK5 | M18AAP inhibitor | HCV NS3 hel inh | IMP-1 inh | FID counter | MEKK2 mut-MEK5
C[C@H](NC(=O)c1nc[nH]c1C(=O)N[C@@H](Cc1ccccc1)C(=O)OCc1ccccc1)C(=O)OC(C)(C)C | -34 | -2.0 | -10 | 99 | -11 | -34 | -3.6 | -41 | -6
Cc1ccc(Nc2nc(-c3sc(C)nc3C)cs2)cc1 | -17 | 0.0 | 6 | 100 | 1 | -14 | -0.8 | -25 | -3
CCCn1nc(C(=O)Oc2ccc3c(C)cc(=O)oc3c2)c2ccccc2c1=O | 41 | 0.8 | 22 | 99 | 0 | 8 | -3.8 | -3 | 3
CCC(C)C(NC(=O)CCC(=O)OCC(=O)[C@@]1(O)CCC2[C@@H]3CCC4=CC(=O)C=C[C@]4(C)C3[C@@H](O)C[C@@]21C)C(=O)O (stereo partly drawn) | 9 | 1.2 | 8 | 109 | -10 | -3 | -3.0 | -31 | 7
CCOC(=O)C1CCCN(C(=O)Nc2cccc(Cl)c2)C1 (stereo not drawn) | -8 | -2.6 | 3 | 111 | -7 | 2 | -1.6 | -9 | 7
Cc1c(Cc2c(C)n(C)n(-c3ccccc3)c2=O)c(=O)n(-c2ccccc2)n1C | -5 | -1.5 | 13 | 96 | -2 | 6 | 0.2 | -10 | -2
COc1ccc(/C=C2\SC(=S)N(CCC(=O)Nc3cccc(C(=O)O)c3)C2=O)cc1 | 5 | -0.3 | 26 | 99 | -7 | 39* | -0.3 | -5 | -1
CCOC(=O)CNC(=O)c1ccc2[nH]c3c(c2c1)CCCC3 | 12 | 1.2 | -2 | 94 | 16 | -2 | -1.9 | 1 | 0
Cc1cc(C)nc(N(C#N)CCOc2ccccc2)n1 | 8 | -0.1 | -14 | 102 | -4 | -5 | -5.0 | -8 | 2
CC(=O)Nc1ccc(NC(=O)c2ccc(COc3ccc(C)cc3)o2)cc1 | 16 | 0.3 | 9 | 104 | 1 | 9 | -1.1 | -25 | 2
CCOc1ccccc1OCCCCOc1ccccc1F | -1 | -5.1 | 25 | 101 | -8 | -27 | -3.6 | -12 | 2
Cc1ccc(S(=O)(=O)NCCNC(=O)c2ccccc2)cc1 | 16 | -1.8 | 10 | 108 | -5 | 5 | -1.5 | -5 | 9
CCOC(=O)N1CCC(N2Cc3cccc(C(=O)Nc4ccc(S(=O)(=O)N(CC)CC)cc4)c3C2=O)CC1 | 4 | 1.9 | -3 | 100 | -4 | 3 | -0.7 | -12 | 0
O=C(Nc1ccnn1C1CCN(C/C=C/c2ccccc2)CC1)c1ccccc1 | -6 | -1.2 | 16 | 119 | 1 | -30 | -1.2 | 9 | 10
CCOC(=O)C1=Nc2ccccc2C1=[N+]=[N-] | -1 | 0.1 | 75* | 103 | 1 | 4 | -1.9 | -6 | 17
O=C1c2ccccc2C(=O)N1CCn1c(=O)oc2ccccc21 | 0 | -2.3 | 39 | 109 | -1 | 1 | 0.1 | 0 | 6
CCOc1ccc(S(=O)(=O)NCCC(=O)Nc2ncccc2C)cc1 | 18 | -0.9 | -3 | 110 | 3 | 5 | -2.1 | -7 | 5
COc1ccc(Nc2nc(NN)nc(Nc3ccc(OC)cc3)n2)cc1 | -7 | -2.7 | -3 | 111 | 16 | -70 | -5.9 | -19 | 3
CCN(CC)CCNC(=O)c1ccc(NC(=O)/C=C/c2cc(OC)c(OC)c(OC)c2)cc1 | 27 | -1.2 | 18 | 119 | -12 | 3 | -3.6 | 17 | 12
O=C(c1ccc([N+](=O)[O-])cc1Cl)N1CCN(c2ccccn2)CC1 | 9 | -1.0 | -15 | 102 | -3 | 0 | -1.9 | -11 | -14
O=C1CC(c2ccccc2)CCc2sccc2N1 (stereo not drawn) | 5 | -1.5 | 3 | 93 | -9 | 6 | -2.3 | -11 | -2
O=C(Nc1nnc(C2=COCCO2)o1)c1ccc(S(=O)(=O)N2CCCC2)cc1 | -16 | -4.2 | 6 | 107 | 4 | 1 | -3.6 | -19 | 7
O=C(Nc1cccc(C(=O)N2CCN(c3cccc(Cl)c3)CC2)c1)c1ccccc1 | -23 | -2.6 | 17 | 97 | -6 | 7 | -3.3 | -32 | -15
COCC(C)NCc1cccc([N+](=O)[O-])c1 (stereo not drawn) | 11 | -3.1 | 2 | 93 | -8 | -3 | -2.4 | 7 | -6
Cc1ccc(F)cc1NC(=O)CN1CCN(Cc2ccccc2)CC1 | -6 | -2.7 | 4 | 110 | 2 | -2 | -2.2 | -10 | 7
O=C(Nc1cnccn1)c1cccs1 | -2 | -5.0 | 5 | 113 | -8 | 2 | -3.2 | 4 | 10
O=C(OCc1ccc2c(c1)OCO2)c1ccc(S(=O)(=O)N2CCCC2)cc1 | 2 | -1.8 | -3 | 102 | 7 | 1 | -3.3 | -8 | 3
COc1ccc(OCCCC(=O)Nc2ccc(N3CCOCC3)cc2)cc1 | 4 | -2.0 | 0 | 88 | 4 | 3 | -3.2 | -1 | -10
CCOC(=O)CCCNC(=O)COc1ccccc1C#N | 14 | -3.1 | 11 | 95 | -1 | 4 | -2.6 | 2 | -3
N#Cc1c(-c2ccccc2)cc(-c2ccco2)c(C#N)c1N | 53* | 1.3 | 20 | / | 0 | 17 | -2.7 | -20 | /
COc1ccc2oc(=O)c(/C(C)=N/NC(=O)c3ccncc3)cc2c1 | 63 | 0.8 | -1 | 112 | 20 | -2 | -0.9 | 3 | 4
O=C(CCCN1C(=O)/C(=C/c2ccccc2)SC1=S)Nc1ccccc1O | 10 | 0.3 | -11 | 93 | -1 | 1 | -3.4 | -6 | -5
Cn1ncc(Cl)c(Oc2ccc(C(C)(C)C)cc2)c1=O | 10 | -0.4 | 17 | 102 | 3 | -19 | -3.7 | -12 | 0
C/C(Cc1ccccc1)=N\NC(=O)C1CCCCC1 | 9 | -4.2 | 32 | 106 | 8 | 4 | -3.2 | -7 | 1
COC(=O)c1ccccc1NC(=S)NC(NC(=O)c1ccccc1[N+](=O)[O-])C(Cl)(Cl)Cl (stereo not drawn) | 13 | -2.2 | 2 | 94 | 6 | 0 | -3.4 | 1 | 1
Cc1ccc(CCC(=O)Nc2ccc(N(C)C)cc2)o1 | -9 | -1.0 | 23 | 108 | 3 | 10 | -5.4 | -2 | 5
CCCc1nc(N2CCN(S(=O)(=O)c3ccc(Cl)cc3)CC2)c2c(C)c(C)sc2n1 | -17 | -3.5 | 35 | 110 | -12 | 7 | -4.2 | -5 | -2
O=S(=O)(Nc1ccc(N2CCOCC2)nn1)c1ccccc1 | 15 | -2.6 | 7 | 98 | 0 | -2 | -3.5 | -1 | -2
CCC(C)NC(=O)CSc1n[nH]c(=O)n1CCc1ccccc1 (stereo not drawn) | -2 | -2.7 | 0 | 104 | 3 | 2 | -4.0 | -6 | 4
O=C(Nc1ccc(COc2ccccc2)cc1)c1cccc([N+](=O)[O-])c1 | 14 | -2.0 | 33 | 93 | 0 | 4 | -2.3 | -5 | -2
COc1ccc(Cl)cc1CSc1ncn[nH]1 | 20 | -2.3 | 29 | 94 | -2 | 4 | -2.2 | -4 | -1
CC(C)c1nc(SCC(=O)N2c3ccccc3CC2C)c2ccccc2n1 (stereo not drawn) | 1 | -2.4 | 36 | 101 | 3 | 3 | -3.6 | -12 | 1
COC(=O)NCC(c1ccc2c(c1)OCO2)N1CCN(c2ccc(OC)cc2)CC1 (stereo not drawn) | 2 | 0.1 | 18 | 102 | -2 | 6 | -2.5 | -24 | 1
O=C(C[n+]1cn(C(F)F)c2ccccc21)c1ccc(Br)cc1 | 16 | -2.0 | -26 | 85 | 3 | -19 | -1.3 | -7 | -2
COc1ccc(NC(=O)CCCCCN2C(=O)[C@@H]3Cc4ccccc4CN3C2=O)cc1Cl | 1 | -1.2 | 4 | 95 | 3 | -9 | -0.3 | -45 | -1
FC(F)Oc1ccccc1NC(=S)NCc1ccco1 | 13 | -1.0 | 9 | 98 | 3 | -2 | -1.3 | -2 | -1
O=C(CCC(=O)c1ccccc1)NCc1ccccc1 | -8 | -1.5 | 22 | 95 | 4 | 17 | -2.8 | -5 | -5
Cc1cc(C)cc(NC(=O)N2CCN(C/C=C/c3ccccc3)CC2)c1 | 2 | -0.3 | 20 | 83 | -1 | -8 | 0.1 | 1 | -20
COc1cc(C)nc(Oc2ccc(=O)[nH]n2)n1 | -2 | -4.8 | -3 | 102 | -2 | -2 | -0.5 | 3 | 20
FC(F)(F)c1cccc(-n2cc(-c3ccccc3)[nH]c2=S)c1 | -12 | -7.0 | -38 | 97 | 21 | -10 | -3.8 | -26 | 0
O=C(OCC(=O)c1ccc(S(=O)(=O)N2CCCC2)cc1)C1=COCCO1 | 5 | -2.0 | 9 | 92 | -10 | 16 | -3.0 | -11 | -4
CCOC(=O)c1c(C)n(-c2ccc(C)cc2)c2ccc(OCC(O)CNCCCO)cc12 (stereo not drawn) | -13 | -0.1 | -7 | 181* | 0 | -62 | -2.2 | 23 | 40
O=C(c1ccc2ccccc2c1)C1CCCN(S(=O)(=O)c2cccnc2)C1 (stereo not drawn) | 9 | -3.8 | 0 | 102 | 3 | -4 | -4.4 | -13 | -2
Cc1ccc(-n2c(=O)cc(NCc3cccnc3)[nH]c2=O)cc1 | 29 | 0.5 | 16 | 109 | -7 | 2 | -3.4 | -2 | 12

UBC9 SUMO inh: what is marked active above.
molecule	UBC9 SUMO inh	VIM-2 inh	NALP1 inh	MEKK2 WT-MEK5	M18AAP inhibitor	HCV NS3 hel inh	IMP-1 inh	MEKK2 mut-MEK5
N#Cc1c(-c2ccccc2)cc(-c2ccco2)c(C#N)c1N	53*	1.3	20	/	0	17	-2.7	/

Individual results from above.
Cc1ccc(-n2c(=O)cc(NCc3cccnc3)[nH]c2=O)cc1 in IMP-1 inh reads -3.4
FC(F)(F)c1cccc(-n2cc(-c3ccccc3)[nH]c2=S)c1 in UBC9 SUMO inh reads -12
CCOC(=O)c1c(C)n(-c2ccc(C)cc2)c2ccc(OCC(O)CNCCCO)cc12 (stereo not drawn) in M18AAP inhibitor reads 0
O=C(CCC(=O)c1ccccc1)NCc1ccccc1 in HCV NS3 hel inh reads 17
O=C(c1ccc2ccccc2c1)C1CCCN(S(=O)(=O)c2cccnc2)C1 (stereo not drawn) in IMP-1 inh reads -4.4
